TexasRed fluor – counter-screen for TRb-SRC2 inhibitors: fluorescence interference | TRb/SRC2 Texas Red total fluorescence interference | Potency, µM (top dose mostly 106 µM), inactives show at the highest dose fluorescence change, negative = quenching | actives 0.29% (n = 280,000) | AID 1479; active = well fitted curve in either direction with a large enough effect; inconclusive = small, poorly fitted or top-dose-only effect
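Human TRβ ligand-binding domain (0.6 uM) and Texas Red SRC2 peptide (20 nM) in Tris buffer with 1 uM T3 and 5% DMSO were incubated with pinned compound for 5 hr at ambient temperature. Total fluorescence was computed as S + 2P (555/632 nm).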
TRb-SRC2 inh – TRbeta-SRC2 interaction inhibition; TRbeta-SRC2 peptide binding, fluorescence polarization; receptor liganded with 1 µM T3; Potency, µM (highest dose often 106 µM), for the others: at the top dose activity change, negative = inhibition, actives largely listed as inhibitors; actives 0.065% (n = 280,000); active = well fitted inhibition curve with a large enough effect; inconclusive = small, poorly fitted or top-dose-only effect, or effect the other way;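 also: plate controls were bound peptide for no effect and peptide without receptor for full effect; nearly all actives have a fitted effect of over 50% in size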
Target sequence (P10828 whole entry, looked up): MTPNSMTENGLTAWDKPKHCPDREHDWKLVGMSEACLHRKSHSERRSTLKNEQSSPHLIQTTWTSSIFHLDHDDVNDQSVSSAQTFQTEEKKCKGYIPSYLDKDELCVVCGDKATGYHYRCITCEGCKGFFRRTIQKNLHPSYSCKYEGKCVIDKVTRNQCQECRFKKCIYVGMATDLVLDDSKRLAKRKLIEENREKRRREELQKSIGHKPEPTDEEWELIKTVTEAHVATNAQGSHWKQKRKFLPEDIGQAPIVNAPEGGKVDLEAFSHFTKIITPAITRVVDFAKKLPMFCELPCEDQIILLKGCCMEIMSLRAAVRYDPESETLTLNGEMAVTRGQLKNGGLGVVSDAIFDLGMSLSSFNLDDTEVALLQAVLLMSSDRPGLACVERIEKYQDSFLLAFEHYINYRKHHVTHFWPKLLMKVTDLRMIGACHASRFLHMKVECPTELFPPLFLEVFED
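A fluorescence polarization screen tested compounds at multiple concentrations against complex formation between 0.6 uM TRb ligand-binding domain and 20 nM Texas Red SRC2 peptide, with 1 uM T3 present; readout after 5 hr.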
LMNA splice mod – modulators of lamin A splicing; Potency, µM (titrated, usually from 46.1 µM), inactives show at the top dose ratio change, negative = inhibition, actives largely listed as inhibitors; AID 1487; HeLa LMNA splicing GFP/RFP minigene ratio, 48 h; actives 0.01% (n = 200,000); active = well fitted inhibition curve with a large enough effect in the signal ratio, with a control signal flat, not every such curve was filed as active; inconclusive = small, poorly fitted or top-dose-only effect, or effect the other way, or a change in a side signal; the % refers to the signal ratio
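Read-out is the ratio of GFP to DsRed2 object intensity, acquired by 488 nm laser-scanning cytometry on HeLa lamin A-EGFP minigene reporter cells. Compound incubation 48 hrs at 37 °C in Opti-MEM with 2% FBS; DMSO 0.5% final.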
The depositor's hits bear a star; ? = inconclusive; [ ] = dose if it differs, or a comment. Unless noted, % is scaled to controls: 0 for no effect and ±100 for the full control effect; potency is read from the fitted curve at half-maximal effect.

Sequence of screens – TexasRed fluor | TRb-SRC2 inh | LMNA splice mod
- COCCCNC(=O)C1CCC(Cn2c(=O)c3sccc3n(C)c2=O)CC1 (stereo unspecified)
    2% | -1% | 5%[46 µM]
- CCOC(=O)C1CCN(C(=O)CSc2n[nH]c(-c3ccc(F)cc3)n2)CC1
    -3% | 3% | 2%[46 µM]
- CCNC(=O)c1ccc2c(c1)sc1nc(-c3cccc(OC)c3)cn12
    -74% | -4% | 12%[46 µM]
- CCN1CCN(CCCNC(=O)Cn2c(-c3cccs3)cc3cc(Cl)ccc32)CC1
    -9% | -2% | -10%[46 µM]
- COc1ccc(C(CNC(=O)c2oc3ccc(C)cc3c2C)N2CCOCC2)cc1 (stereo unspecified)
    7% | 3% | -5%[46 µM]
- CCCCNC(=O)C1CCC(CNS(=O)(=O)c2ccc(Cl)cc2)CC1 (stereo unspecified)
    ? | -26% | 16%[46 µM]
- O=C(Cc1ccc(Cl)cc1)NCCc1csc2nc(-c3ccccc3F)nn12
    3% | 1% | -7%[46 µM]
- COc1cccc(N2CC(NC(=O)c3cccc(OC)c3OC)CC2=O)c1 (stereo unspecified)
    0% | -1% | -15%[46 µM]
- COCCNC(=O)c1ccc2c(c1)ncn2-c1cc(C)ccc1OC
    -4% | -9% | ?
- CCC1CN(C(=O)NCc2cccc(OC)c2)c2cc(Cl)ccc2O1 (stereo unspecified)
    ? | -1% | 5%[46 µM]
- COc1ccc(NC(=O)C2CCN(C(=O)c3sc4nc[nH]c(=O)c4c3C)CC2)cc1Cl
    0% | 1% | 5%[46 µM]
- Cc1ccc(-c2cn3c(n2)sc2cc(C(=O)NCCCN4CCCCCC4)ccc23)cc1
    2% | -2% | 13%[46 µM]
- COc1ccc(Cl)cc1NC(=O)N1CCN(S(=O)(=O)c2ccc3c(ccn3C)c2)CC1
    ? | -3% | -8%[46 µM]
- Cc1ccc(-c2nnc(SCC(=O)c3ccc(Cl)cc3)n2-c2ccccc2)cc1
    -12% | -1% | ?
- CC(=O)c1cc(-c2ccccc2)n(CC(=O)NCCc2ccc(C)cc2)c1C
    1% | -5% | 23%[46 µM]
- CC(C)CN(CCCNC(=O)c1cc(=O)[nH]c2ccc(S(=O)(=O)N3CCCC3)cc12)CC(C)C
    -3% | -1% | 2%[46 µM]
- COc1cccc(C2C=C(c3ccccc3)Nc3c(C(=O)Nc4ccccc4)cnn32)c1OC (stereo unspecified)
    -9% | -3% | ?
- COc1ccc(OC)c(NC(=O)CSC2=Nc3ccccc3C3=NC(CC(=O)NCc4ccc(F)cc4)C(=O)N23)c1 (stereo unspecified)
    -4% | 2% | ?
- COc1ccc(N2C(=O)CS(=O)(=O)C23C(=O)N(Cc2ccccc2F)c2ccccc23)cc1Cl (stereo unspecified)
    -4% | 9% | 3%[46 µM]
- CCc1ccc(S(=O)(=O)NCc2nc3cccnc3n2Cc2ccccc2Cl)cc1
    1% | 4% | -6%[46 µM]
- Cc1ccccc1OCC(=O)OCc1cc(=O)n2ccsc2n1
    3% | -3% | ?
- CCOc1cccc(CC(=O)N2CCc3c([nH]c4ccccc34)C2c2ccc(Cl)cc2)c1OCC (stereo unspecified)
    -1% | -5% | -2%[46 µM]
- COc1ccc(Cn2ccnc2SCC(=O)NCc2ccco2)cc1
    -4% | 6% | -3%[46 µM]
- CN(C)c1ccc(C(CNC(=O)COc2ccccc2)N2CCOCC2)cc1 (stereo unspecified)
    0% | 0% | ?
- O=C(CSc1n[nH]c(-c2ccccc2Cl)n1)N1CCN(c2ccccc2)CC1
    -2% | -6% | ?
- COc1ccc(-c2ccc(=O)n(CC(=O)Nc3cc(OC)ccc3OC)n2)cc1
    -3% | 1% | -3%[46 µM]
- COc1ccc(NC(=O)Cn2ccn(Cc3ccccc3)c(=O)c2=O)cc1Cl
    -29% | 3% | 28%[46 µM]
- Cc1cc(C)c(NC(=O)c2nc3ccccc3nc2N2CCCCC2)c(C)c1
    -1% | -3% | ?
- COc1ccc(Cl)cc1S(=O)(=O)Nc1cccc(-c2ccc(N3CCOCC3)nn2)c1
    1% | 4% | -12%[46 µM]
- O=C(NCc1ccccc1)c1cc(Sc2cccc(Cl)c2)nc2ccccc12
    0% | -3% | -1%[46 µM]
- N#Cc1ccccc1NC(=O)C(=O)NCCc1csc2nc(-c3cccc(F)c3)nn12
    -16% | 3% | ?
- CCCCOc1ccc(CNC(=O)CN2C(=O)CCn3nc(-c4cn(C)c5ccccc45)cc32)cc1
    -18% | 3% | ?
- CCCn1c2ccccc2c2cnn(CC(=O)NCC3CCN(Cc4ccccc4C)CC3)c(=O)c21
    -15% | 6% | -8%[46 µM]
- Cc1ccc(C(=O)Nc2ccc3oc(-c4ccccc4C)nc3c2)cc1
    7% | 6% | 9%[46 µM]
- COc1ccc(-c2noc(CSCC(=O)Nc3cc(OC)c(OC)c(OC)c3)n2)cc1OC
    3% | -3% | 14%[46 µM]
- COc1ccc(OC)c(Nc2ncnc3c2nc2n3CCCC2)c1
    4% | 2% | ?
- CCCN(CCC)S(=O)(=O)c1ccc(N2CCCCS2(=O)=O)cc1
    -1% | 0% | -3%[46 µM]
- COc1cc(Cl)c(C)cc1NC(=O)c1cnc(N2CCCCC2)c2ccccc12
    ? | -14% | 12%[46 µM]
- Cc1ccc(C2c3c(oc4ccccc4c3=O)C(=O)N2c2nnc(C)s2)cc1 (stereo unspecified)
    0% | 5% | 12%[46 µM]
- O=C(Nc1ccccc1C(F)(F)F)N1CCOc2ccc(Cl)cc21
    -20% | -2% | -24%[46 µM]
- CCN(C(=O)Cc1c(C(=O)O)c(C)cn1C)c1cccc(Cl)c1
    2% | -3% | 14%[46 µM]
- Cc1ccc(-n2ncc3c(NCCCN4CCOCC4)ncnc32)cc1C
    -1% | 5% | -5%[46 µM]
- COc1ccc(-c2nnc(SCC(=O)Nc3ccc(C)c(Cl)c3)nc2-c2ccc(OC)c(OC)c2)cc1OC
    1% | -9% | ?
- O=C(NCc1ccccc1)c1c2c(nc3ccccc13)C(=O)N(C1CCCCC1)C2
    1% | -5% | -5%[46 µM]
- Cc1ccc(NC(=O)c2c(C)oc3ncnc(N4CCCCC4)c23)c(C)c1
    -1% | 4% | 3%[46 µM]
- CC(C)Cc1ccc(S(=O)(=O)Nc2cc3c(cc2N2CCOCC2)n(C)c(=O)c(=O)n3C)cc1
    2% | 0% | 20%[46 µM]
- CC(=O)c1ccc(NS(=O)(=O)c2cnc(N)nc2)cc1
    ? | -16% | 2%[46 µM]
- CCCOc1ccc(OC(=O)c2c(-c3ccccc3Cl)noc2C)cc1
    -1% | 1% | -23%[46 µM]
- Cc1ccc(OCC(=O)Nc2nc(-c3ccc(Br)cc3)ns2)cc1
    -12% | -1% | -28%[46 µM]
- Cc1cccc(C(=O)Nc2c3c(nn2-c2ccc(Cl)cc2)CS(=O)(=O)C3)c1
    -1% | 4% | -9%[46 µM]
- Cc1ccc2nc(N(Cc3cccnc3)C(=O)C3COc4ccccc4O3)sc2c1 (stereo unspecified)
    1% | -1% | ?
- CCCN1CCN(c2ncc3c(n2)CCN(Cc2ccc(OC)c(OC)c2OC)C3)CC1
    1% | -7% | 5%[46 µM]
- COc1ccccc1NS(=O)(=O)c1cn(C)c(C)n1
    -29% | -4% | ?
- CN(C(=O)CSc1nc2ccc(NC(=O)c3cccc(F)c3)cc2s1)c1ccccc1
    -20% | 8% | -9%[46 µM]
- Cc1ccc(C2CC(=O)N(Cc3ccc(F)cc3)c3c2c(C)nn3-c2nc(C)cc(C)n2)cc1 (stereo unspecified)
    3% | -8% | 7%[46 µM]
- Cc1ccc(NC(=O)c2cnn3c2NC(c2ccccc2)=CC3c2ccccc2)cc1 (stereo unspecified)
    3% | 6% | -14%[46 µM]
- CC(C)c1ccc(NC(c2nnc(-c3ccccc3)o2)c2ccc(F)cc2Cl)cc1 (stereo unspecified)
    4% | -1% | ?
- CC1CCCN(S(=O)(=O)c2cc3c4c(c2)CC(=O)N4CCC3)C1 (stereo unspecified)
    -2% | 7% | 3%[46 µM]
- CN(CCCNC(=O)Cn1ncc2c([nH]c3ccccc32)c1=O)Cc1ccccc1
    -20% | 7% | -1%[46 µM]
- O=C(c1ccc2c(c1)OCCO2)N(Cc1cccnc1)c1nc2c(F)cc(F)cc2s1
    -1% | -9% | ?

More structures follow.
Sequence of screens – TexasRed fluor | TRb-SRC2 inh | LMNA splice mod
- CCCCN(C)CCNC(=O)Cn1ncc2c3ccccc3n(CCC)c2c1=O
    ? | 1% | -13%[46 µM]
- COc1ccc(CNC(=O)CN2C(=O)CCCc3ccccc32)cc1
    0% | -7% | 0%[46 µM]
- O=C(Cn1nc(-c2ccccc2)nc(Cc2ccccc2)c1=O)Nc1ccc(Cl)cc1
    -2% | -1% | 0%[46 µM]
- CCN(C(=O)c1cccn(Cc2cccc(Cl)c2)c1=O)c1ccccc1
    2% | -1% | 3%[46 µM]
- COc1ccc(NC(=O)CN2C(=O)CSc3ccc(S(=O)(=O)N4CCCC4)cc32)cc1OC
    -3% | -2% | 8%[46 µM]
- Cc1ccc(C(=O)NCc2ccc3c(c2)CCN3C(=O)c2ccc(C)cc2)cc1
    -6% | -6% | ?
- CC(=O)Nc1cc(C(=O)NCc2ccc(C)cc2)ccc1Sc1ccc(C)cc1
    -3% | 0% | -21%[46 µM]
- COc1ccccc1NC(=O)CN1C(=O)C2(SCC(=O)N2c2ccc(F)c(F)c2)c2ccccc21 (stereo unspecified)
    -22% | 5% | ?
- COCCNC(=O)CN1C(=O)c2cccnc2Oc2ccc(Cl)cc21
    4% | 5% | 23%[46 µM]
- COc1cccc(NC(=O)C(=O)NCCc2csc(-c3ccc(C)cc3)n2)c1
    5% | 10% | 7%[46 µM]
- CCc1cccc(C)c1NC(=O)Cn1nc(C)c2nn(-c3ccc(Cl)cc3)c(C)c2c1=O
    -1% | 5% | ?
- CCc1ccc(-c2nn(CC(=O)Nc3ccccc3)c3c2cnc2ccc(F)cc23)cc1
    2% | 4% | ?
- O=C(Nc1ccc2nc(SCC(=O)N3CCCc4ccccc43)sc2c1)c1cccc(F)c1
    -21% | 7% | ?
- COc1ccc(CCNC(=O)c2ccc3c(c2)N(Cc2cccc(Cl)c2)C(=O)c2ccccc2S3=O)cc1OC (stereo unspecified)
    -3% | 7% | -15%[46 µM]
- O=C(CSc1ccccc1)NCc1ccc2c(c1)CCN2C(=O)c1ccccc1
    -4% | -1% | ?
- O=C(Nc1cccc(C(=O)N2CCN(c3ccccc3)CC2)c1)c1nsc2ccccc12
    -1% | 0% | ?
- CCCCC(=O)N1CCc2cc(OC)c(OC)cc2C1COc1ccc(C(=O)OCC)cc1 (stereo unspecified)
    -1% | 9% | -14%[46 µM]
- CN(C)c1ccc(CNC(=O)c2cnc3sc(N4CCCC4)nn3c2=O)cc1
    -20% | -1% | -3%[46 µM]
- CCN(CC)c1ccc(C(=O)N2CCC(c3ccncc3)CC2)cc1
    -30% | 3% | 15%[46 µM]
- CCOC(=O)c1[nH]c(C)c(CCC(=O)Nc2ccccc2C(=O)OC)c1C
    -1% | -5% | ?
- CCc1ccc(-c2nn(CC(=O)Nc3ccccc3C)c3c2cnc2ccc(C)cc23)cc1
    1% | 6% | -2%[46 µM]
- Cc1ccc(-n2c(=O)c3c(c4cc(C)ccc4n3C)n(CC(=O)N3CCCC3)c2=O)cc1
    -23% | 4% | 11%[46 µM]
- Cc1ccc(S(=O)(=O)CC(=O)Nc2sc3c(c2C#N)CCCCC3)cc1
    -1% | 6% | -11%[46 µM]
- Cc1cc(=O)n(C(C)C(=O)NCc2ccccc2Cl)c2c1c(C)nn2-c1ccccc1 (stereo unspecified)
    ? | -17% | -13%[46 µM]

Taken from the listing for reference:
Sequence of screens – TexasRed fluor | TRb-SRC2 inh | LMNA splice mod
- CCN(CC)c1ccc(C(=O)N2CCC(c3ccncc3)CC2)cc1
    -30% | 3% | 15%[46 µM]
- CCOC(=O)c1[nH]c(C)c(CCC(=O)Nc2ccccc2C(=O)OC)c1C
    -1% | -5% | ?
- CCc1ccc(-c2nn(CC(=O)Nc3ccccc3C)c3c2cnc2ccc(C)cc23)cc1
    1% | 6% | -2%[46 µM]
- Cc1ccc(-n2c(=O)c3c(c4cc(C)ccc4n3C)n(CC(=O)N3CCCC3)c2=O)cc1
    -23% | 4% | 11%[46 µM]
- Cc1ccc(S(=O)(=O)CC(=O)Nc2sc3c(c2C#N)CCCCC3)cc1
    -1% | 6% | -11%[46 µM]
- Cc1cc(=O)n(C(C)C(=O)NCc2ccccc2Cl)c2c1c(C)nn2-c1ccccc1 (stereo unspecified)
    ? | -17% | -13%[46 µM]

Screening data: PubChem BioAssay, National Center for Advancing Translational Sciences (NCATS)

An excerpt; the hit share may differ from the screen's.
